High-throughput results from PubChem BioAssay.
NTR1 agonist: NTR1-driven beta-arrestin-GFP spot formation – imaging, U2OS cells, high content, primary screen (AID 493036). activation, % at 20 µM. actives 0.17% (n = 330,000). agonist mode;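 active means activation at or above 40% of the spot to cytoplasm intensity ratio, with at least 20 cells analyzed; inconclusive means wells under 20 cells, flagged as cytotoxic or low count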;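 further: 0% = DMSO without peptide and 100% = 100 nM NTR1 peptide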
Target sequence (P30989 whole entry, looked up): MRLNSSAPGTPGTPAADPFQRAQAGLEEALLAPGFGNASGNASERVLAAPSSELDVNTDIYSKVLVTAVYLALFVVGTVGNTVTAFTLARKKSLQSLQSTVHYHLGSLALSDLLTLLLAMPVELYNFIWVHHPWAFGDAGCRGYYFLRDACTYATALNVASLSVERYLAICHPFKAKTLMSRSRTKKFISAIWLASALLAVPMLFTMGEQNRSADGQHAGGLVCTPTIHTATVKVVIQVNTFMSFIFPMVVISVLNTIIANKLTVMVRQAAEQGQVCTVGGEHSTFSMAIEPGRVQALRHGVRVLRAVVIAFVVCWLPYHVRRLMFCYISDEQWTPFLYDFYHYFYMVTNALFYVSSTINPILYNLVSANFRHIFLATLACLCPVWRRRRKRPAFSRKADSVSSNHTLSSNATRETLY
UTI89 phage lysis: inhibition of K1F phage lysis, E. coli UTI89, bacterial capsule biogenesis inhibitors, alamar blue (AID 488966) | E. coli UTI89 K1F phage lysis, alamar blue, 2 h; higher % means a stronger effect | actives 0.02% (n = 340,000) | one-dose inhibition, % at 100 µM; IC50 in µM for titrated hits;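 active means phage lysis inhibition, versus mean bacterial control, above a set limit; inconclusive means no clear call, values can overlap the other calls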;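 further: capsule biogenesis inhibitors block K1F phage lysis so surviving cells raise fluorescence; higher fluorescence means more inhibition of phage lysis; actives were called in the ten point dose series up to 300 µM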
Dengue-2 NS5 capping: Dengue-2 NS5 methyltransferase inhibitors, primary screen, biochemical, confirmation dose response (AID 588689); actives 0.3% (n = 340,000); inhibition, % at 25 µM; hits with a dose series show IC50 in µM; Dengue-2 NS5 methyltransferase capping enzyme assay, biochemical; higher % means a stronger effect; in the data active means a potency from the dose series; inconclusive means inhibition above about 29% without an active follow-up result
AID2073: inhibitors of Mint1-CaV2.2 protein interaction, biochemical, HTRF (AID 2073) | HTRF protein-protein interaction, Mint1-CaV2.2; higher % means a stronger effect | inhibition, % at 20 µM; hits with a dose series show IC50 in µM | actives 0.19% (n = 290,000); in the data active means inhibition mostly above about 51%, no sharp cut-off; inconclusive means no clear call, values can overlap the other calls; inactive means mostly below about 53%; further: some results filed as inactive read as strong as hits
Rac1 GTP hydrolysis: MgcRacGAP GTPase-activating activity inhibitors, confirmation, biochemical, ADP Hunter fluorescence; actives 0.6% (n = 340,000); MgcRacGAP-stimulated Rac1 GTP hydrolysis, ADP Hunter fluorescence; higher % means a stronger effect; GST-tagged Rac1 F28L mutant substrate; inhibition, % at 30 µM; hits with a dose series show IC50 in µM;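 active means first-screen hits whose inhibition reached a set limit at any dose in the follow-up dose series; inconclusive means inhibition above the set first-screen limit but never retested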;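 further: fluorescence reports GDP produced by GAP-driven GTP hydrolysis; strong numbers were not always called active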
West Nile antiviral: West Nile virus antiviral activity, cell-based, CPE readout (AID 1621) | one-dose CPE inhibition, % at 10 µM; IC50 in µM for titrated hits | West Nile virus-infected cells, CPE inhibition; higher % means a stronger effect | actives 0.02% (n = 290,000); in the data active means a potency from the dose series; inconclusive means CPE inhibition mostly from about 3.7% at the one dose, without a potency; inactive means the rest, 99 in 100 with CPE inhibition below about 2.2%; further: strong numbers were not always called active
Large T inhibition: SV40 large T antigen inhibitors, biochemical (AID 1903); inhibition, % at 20 µM; hits with a dose series show IC50 in µM; actives 0.39% (n = 310,000); SV40 large T antigen ATPase/helicase inhibition assay; higher % means a stronger effect; in the data active means a potency from the dose series; inconclusive means inhibition mostly from about 32% at the one dose, without a potency; inactive means the rest, 99 in 100 with inhibition below about 32%; further: strong numbers were not always called active
Siah-1 displacement: blockers of Siah-1 interaction with plectin peptide – biochemical, fluorescence polarization, rhodamine-plectin, uHTS, primary screen (AID 1817); one-dose displacement, % at 20 µM; IC50 in µM for titrated hits; actives 0.02% (n = 290,000); Siah-1 / rhodamine-plectin peptide fluorescence polarization; higher % means a stronger effect;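 active means displacement of at least 50% at 20 µM, with a fluorescence ratio check between 0.3 and a set limit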;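 further: plate controls were Siah plus tracer with DMSO for no effect and tracer alone without Siah for full effect; strong numbers were not always called active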
RSV CPE inhibition: RSV antiviral activity via CPE protection, HEp-2 cells, primary 10 µM value included (AID 2391); HEp-2 cells, RSV-induced CPE inhibition; higher % means a stronger effect; CPE inhibition, % at 10 µM; hits with a dose series show IC50 in µM; actives 0.13% (n = 310,000); in the data active means a potency from the dose series; inconclusive means CPE inhibition mostly from about 23% at the one dose, without a potency; inactive means the rest, 99 in 100 with CPE inhibition below about 21%; further: strong numbers were not always called active
NTR1 agonist cell count 20 µM: also measured in NTR1 agonist; calls as there; cell count; measured here: cell count, cytotoxicity flag
Numbers without * were called inactive; ? = inconclusive; / = not tested or not shown; [ ] = another dose, or the depositor's remark.

SMILES	NTR1 agonist	NTR1 agonist cell count 20 µM	UTI89 phage lysis	Dengue-2 NS5 capping	AID2073	Rac1 GTP hydrolysis	West Nile antiviral	Large T inhibition	Siah-1 displacement	RSV CPE inhibition
CC(=O)N(/N=C/c1ccc(C)cc1)c1nc(CCl)cs1	1.2	50	-0.9%	-8.8%	2.1%	3.7%	0.1%	4.2%	1.5%	5.2%
COc1cc2c(cc1OC)C(C)=NCC2	-2.5	100	0.4%	5.6%	39.9%	5.9%	0.0%	0.6%	-3.1%	1.8%
CCN1CCN(c2ncnc3scc(-c4ccc(C)cc4)c23)CC1	0.5	54	0.1%	-5.4%	40.4%	2.7%	-0.1%	7.6%	2.7%	-0.3%
CCOC(=O)C(Sc1n[nH]c(N)n1)c1ccccc1 (stereo not drawn)	1.0	64	-0.3%	0.7%	-9.8%	7.0%	-0.1%	8.1%	0.4%	2.6%
Cn1c(CNc2nc3ccccc3n2CCN2CCCCC2)nc2ccccc21	1.1	82	0.2%	-4.7%	-2.4%	8.7%	-1.4%	20.5%	0.7%	4.8%
COc1cc(OC)c(C(=O)/C=C/c2ccc(OCc3ccccc3)c(OC)c2)c(OC)c1	4.0	69	-0.6%	/	1.6%	11.6%	1.8%	14.1%	2.9%	?
O=C(CN1CCCC1)Nc1nnc(-c2cccs2)s1	0.6	67	0.3%[50 µM]	1.9%	1.3%	-17.4%	-0.1%	7.1%	-2.6%	1.0%
O=C(NCc1ccncc1)c1cnccn1	-1.6	75	1.2%	0.0%	-1.7%	10.6%	0.1%	8.9%	-1.0%	0.7%
CCN1/C(=C/c2ccc3ccccc3[n+]2CCCS(=O)(=O)[O-])C=Cc2cc(C)ccc21	/	/	4.4%[50 µM]	-6.5%	0.6%	5.5%	?	8.0%	-6.2%	-0.1%
Cc1c(C#N)c2ccccc2n1CC(=O)O	-0.6	51	6.0%	-2.4%	/	5.3%	/	-3.0%	/	0.5%
NNC(=O)CCn1c2ccccc2c2ccccc21	3.5	30	-0.4%	4.6%	14.0%	1.6%	0.1%	-4.3%	7.1%	0.4%
COc1cccc(C(=O)Nc2ccc3c(c2)C(=O)N(CCC(=O)O)C3=O)c1	2.1	41	4.1%	0.7%	5.6%	7.8%	-0.1%	6.7%	-3.1%	-0.1%
NNC(=O)[C@H](Cc1ccccc1)NC(=O)NCCc1ccccc1	0.4	49	0.1%	-4.0%	8.6%	1.1%	0.0%	4.2%	5.7%	1.2%
CCOC(=O)/C(C#N)=C/Nc1ccccc1NS(=O)(=O)c1ccc2c(c1)OCCO2	0.5	80	0.3%[50 µM]	-8.4%	/	2.2%	/	/	/	-0.2%
CCc1nc(SCc2cccnc2)[nH]c(=O)c1C	-1.2	88	0.1%	3.2%	-0.9%	9.2%	0.4%	1.3%	0.4%	2.3%
CCCC(C(=O)Nc1ccc(S(=O)(=O)Nc2nccs2)cc1)c1ccccc1 (stereo not drawn)	1.2	66	-0.1%[50 µM]	-6.5%	/	-3.2%	/	/	/	/
Cc1cc(S(=O)(=O)N(Cc2ccc(C(C)(C)C)cc2)Cc2cccs2)ccc1-n1cnnn1	7.9	54	-1.8%	-3.6%	14.2%	4.0%	-1.8%	3.0%	4.5%	9.3%
O=C(/C=C/c1ccc([N+](=O)[O-])cc1)OCC(=O)N1CCOCC1	0.1	66	2.2%	2.3%	/	1.0%	/	/	/	/
CCOC(=O)CCCCC(=O)c1[nH]c(=O)[nH]c1CSc1nc2ccccc2[nH]1	2.6	43	0.1%	-4.2%	-12.3%	16.8%	0.2%	1.5%	2.7%	-0.7%
O=C(CSc1nnc(Cc2cccs2)n1Cc1ccco1)Nc1cc(Cl)cc(Cl)c1	24.6	86	-0.1%	-9.7%	13.2%	3.1%	-0.7%	3.3%	0.5%	8.1%
Cn1cnnc1SCCC(=O)Nc1ccccc1	-0.8	92	0.0%	-2.6%	-11.1%	-8.2%	1.2%	-3.4%	-2.5%	0.0%
CCc1cc(-c2[nH]ncc2-c2ccc3c(c2)OCO3)c(O)cc1O	20.8	45	-5.3%	4.1%	5.9%	?	/	3.9%	-4.0%	14.9%
CC(=O)Nc1sc(C)c(C)c1C(=O)OCC(=O)NC(C)c1ccccc1 (stereo not drawn)	5.0	59	1.6%[50 µM]	3.6%	/	3.1%	/	/	/	/
COc1ccc(Cl)cc1-c1nc(SCC(=O)NC(C)(C)C)n[nH]1	0.6	62	0.7%	-5.3%	-1.3%	-2.1%	-1.1%	9.6%	-0.3%	9.2%
O=C(Nc1ccc(Cl)c(NC(=O)c2cccs2)c1)c1ccco1	0.6	51	0.8%	-8.5%	9.4%	-1.5%	-1.0%	3.6%	-3.0%	6.7%
O=C(c1ccccc1)c1ccc(OCC(O)CN2CCN(S(=O)(=O)N3CCCCC3)CC2)cc1 (stereo not drawn)	0.1	69	6.0%	55.5%	-2.7%	4.8%	-1.1%	11.4%	2.5%	10.9%
COc1ccc(NC(=O)CSc2nnc(NC(=O)CN3CCOCC3)s2)cc1	0.0	37	-1.6%	-1.6%	-2.1%	-8.0%	0.2%	19.1%	3.0%	0.4%
O=C(Cn1c(=O)oc2cc(S(=O)(=O)NCc3ccccc3)ccc21)N1CCCC1	1.1	58	0.1%	-6.4%	1.2%	12.6%	0.6%	-2.0%	5.0%	-2.2%
CC1CCCCN1C(=O)CSc1nnc(CSc2ncccn2)n1C (stereo not drawn)	1.5	23	0.4%	2.4%	-0.2%	7.0%	0.5%	11.4%	2.9%	3.9%
CCCCCn1c(=O)[nH]c2cc(C(=O)NCCCN3CCCCC3C)ccc2c1=O (stereo not drawn)	0.6	42	0.3%	-2.4%	15.7%	-0.3%	-0.3%	7.4%	4.2%	-1.0%
CCCCNC(=O)Nc1ccc2c(c1)N(C)C(=O)c1ccccc1S2	-2.0	38	0.2%	-4.6%	-2.2%	10.9%	-0.5%	2.8%	1.2%	0.2%
CCSc1nc2sc3c(c2c(=O)n1-c1ccccc1C)CCN(C)C3	1.5	82	0.0%	-9.1%	-3.5%	7.9%	-1.1%	32.6%	0.8%	1.6%
O=C(NCc1ccccc1Cl)C1CCCO1 (stereo not drawn)	-0.5	47	0.5%	-13.2%	8.6%	6.6%	-0.2%	-0.1%	4.7%	0.7%
Cc1ccc(C)c(NC(=O)NNC(=O)CCc2ccccc2)c1	0.0	64	0.7%[50 µM]	-2.6%	8.9%	3.4%	-0.2%	3.6%	-3.7%	0.3%
O=c1ccn(-c2cccc(C(F)(F)F)c2)nc1-c1ccn(-c2ccccc2F)n1	4.5	33	-0.3%	4.3%	2.7%	18.3%	-0.2%	5.7%	1.9%	3.3%
COc1ccc(C(=O)N/N=C/c2cc3ccccc3[nH]c2=S)cc1	0.7	49	1.8%	5.6%	6.0%	11.7%	0.2%	21.2%	1.7%	12.8%
Cc1cccc(N2CCc3c2nc2ccc(Br)cc2c3N)c1	17.7	40	0.7%	-0.7%	49.0%	0.3%	-1.0%	10.4%	2.1%	6.5%
O=C(CNC(=O)c1ccc(Br)o1)Nc1ncccc1O	-0.1	41	1.8%[50 µM]	-4.3%	/	2.5%	/	12.5%	/	-0.7%
O=C(Nc1cccc2c1C(=O)NC2=O)c1ccc(S(=O)(=O)N2CCCC2)cc1	1.6	69	3.7%	5.6%	17.6%	9.3%	0.6%	2.7%	1.2%	1.0%
O=C(NCCC(=O)N(CCc1ccccc1)Cc1ccccc1)c1ccc([N+](=O)[O-])cc1	2.5	75	-0.5%[50 µM]	-5.1%	/	7.2%	/	10.7%	/	11.3%
O=C(CC1C(=O)NCCN1C(=O)Nc1ccccc1)Nc1cc(Cl)ccc1Cl (stereo not drawn)	0.9	39	0.6%	-0.8%	13.0%	4.0%	-0.2%	10.6%	4.8%	0.5%
Cc1ccc2oc(=O)n(CCC(=O)Nc3ccc(N4CCOCC4)cc3)c2c1	1.8	72	0.1%	-10.3%	25.5%	7.1%	-0.9%	28.4%	-4.6%	1.9%
COc1ccc(-c2c(C#N)c(C)nc3c2C(=O)c2ccccc2-3)cc1	3.8	94	4.2%	-4.0%	14.3%	5.3%	0.9%	1.4%	-0.5%	3.6%
CCOC(=O)Cn1c2ccccc2n2nc(CCC(=O)O)c(=O)nc12	-1.3	39	-0.9%	-6.0%	21.5%	-1.8%	-0.4%	-0.9%	-5.1%	1.1%
C=CCn1c(SCC(=O)Nc2sccc2C#N)nc2sc(C)c(C)c2c1=O	-1.1	61	-3.7%	-6.4%	20.3%	-1.7%	0.2%	5.5%	2.1%	0.0%
O=C(Nc1ccc2c(c1)OCO2)C1CCCN1C(=O)Nc1ccccc1 (stereo not drawn)	0.3	50	0.5%	-6.6%	-3.6%	3.8%	-0.9%	9.4%	6.1%	0.1%
CCCn1c(C)cc(=O)c2cc(NC(=O)c3ccccn3)ccc21	0.3	54	0.0%	-1.4%	-13.9%	15.5%	0.8%	11.9%	9.5%	12.1%
Nc1ccc2c(c1)nnn2-c1ccccc1	-1.6	60	0.0%[50 µM]	-3.8%	25.9%	3.6%	0.2%	15.2%	-6.1%	-1.3%
Cc1ccn2c(NC3CCCCC3)c(C)nc2c1	4.2	77	0.2%	-5.8%	5.4%	-19.7%	-0.8%	16.9%	-0.3%	1.2%
CCN(CC)c1nc(C#N)cc(-c2ccc(OC)cc2)n1	8.0	30	0.1%	-3.9%	11.0%	15.9%	0.4%	1.1%	-1.6%	3.4%
COc1cc(/C=N/Nc2nc3ccccc3[nH]c2=O)ccc1O	-1.5	79	0.2%	0.0%	5.8%	15.8%	1.0%	18µM*	-8.3%	?
CCn1c(=O)c(C(=O)NNS(=O)(=O)c2ccc(Cl)cc2)c(O)c2ccccc21	0.8	39	-1.2%[50 µM]	0.0%	9.5%	4.2%	-0.1%	13.7%	4.0%	7.3%

Part of the list above in order of formula weight, descending:
SMILES	NTR1 agonist	NTR1 agonist cell count 20 µM	UTI89 phage lysis	Dengue-2 NS5 capping	AID2073	Rac1 GTP hydrolysis	West Nile antiviral	Large T inhibition	Siah-1 displacement	RSV CPE inhibition
CCOC(=O)Cn1c2ccccc2n2nc(CCC(=O)O)c(=O)nc12	-1.3	39	-0.9%	-6.0%	21.5%	-1.8%	-0.4%	-0.9%	-5.1%	1.1%
CCN(CC)c1nc(C#N)cc(-c2ccc(OC)cc2)n1	8.0	30	0.1%	-3.9%	11.0%	15.9%	0.4%	1.1%	-1.6%	3.4%
Cc1ccn2c(NC3CCCCC3)c(C)nc2c1	4.2	77	0.2%	-5.8%	5.4%	-19.7%	-0.8%	16.9%	-0.3%	1.2%

An unsorted share of the library; 1.6% or so of the library scored in one or more.
